SR-BI HDL uptake = inhibitors of mouse SR-BI mediated HDL lipid uptake; Q61009; ldlA[mSR-BI] CHO cells, DiI-HDL uptake fluorescence, 3 h; inhibition, % at 12.5 µM; 0.96% of 320,000 active; AID 488896;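 active means mean replicate inhibition of at least 70% and a set share of replicates each scoring 70 or more; inconclusive means meets just one of the two criteria; inactive means fails both criteria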;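 further: 0% = median of neutral control wells and 100% = median of positive control wells; values of inactives mirror those of a sister screen read the other way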
Target sequence (Q61009 whole entry, looked up): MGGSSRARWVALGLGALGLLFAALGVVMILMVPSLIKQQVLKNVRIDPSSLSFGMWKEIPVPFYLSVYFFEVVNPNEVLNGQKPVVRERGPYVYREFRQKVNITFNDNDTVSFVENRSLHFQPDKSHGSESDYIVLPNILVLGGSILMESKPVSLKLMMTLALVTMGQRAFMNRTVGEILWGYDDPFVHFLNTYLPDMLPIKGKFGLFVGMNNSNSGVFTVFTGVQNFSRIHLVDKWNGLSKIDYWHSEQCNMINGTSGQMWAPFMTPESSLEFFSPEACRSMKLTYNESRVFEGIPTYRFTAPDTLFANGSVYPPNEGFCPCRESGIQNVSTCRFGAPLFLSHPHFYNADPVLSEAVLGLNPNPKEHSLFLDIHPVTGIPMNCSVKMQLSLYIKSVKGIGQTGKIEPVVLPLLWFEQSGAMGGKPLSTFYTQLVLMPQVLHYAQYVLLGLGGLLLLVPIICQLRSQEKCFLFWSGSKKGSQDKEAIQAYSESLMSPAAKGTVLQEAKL
MITF act = activators of MITF-driven TRPM1 promoter activity in SK-MEL-5 cells. SK-MEL-5 TRPM1-promoter luciferase, 24 h; % of positive control, neutral wells = 0. activation, % at 12.5 µM. 0.75% of 300,000 active. AID 588334;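 active means mean activation of at least 80% with every replicate also reaching 80%; inconclusive means mean reaches 80% but some replicate falls short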;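 further: 0% = neutral control wells and 100% = parthenolide positive control wells; values of inactives mirror those of a sister screen read the other way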
cardiac RTF act = increases calcium sensitivity of human cardiac regulated thin filaments; P19429+P45379; IANBD-labeled TnC RTF fluorescence at EC20 calcium; 0% EC20 calcium, 100% full calcium; activation, % at 7.2 µM; 0.24% of 340,000 active;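 active means activation above the mean over all tested compounds plus 3 SD, cut at about 30% in these data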;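 further: rise in fluorescence read as greater calcium sensitivity of cardiac thin filaments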
Rtt109 Vps75 = C. albicans Rtt109 histone acetyltransferase inhibition. Q5AAJ8. purified Rtt109/Vps75, ThioGlo CoA-SH fluorescence, 4 h. inhibition, % at 34.9 µM. 0.16% of 330,000 active. AID 540336;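 active means inhibition of at least 50% in every replicate; inconclusive means best replicate reaches 50% inhibition but some replicates fall short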
dFosB act = enhances mouse delta FosB homodimer DNA binding | activation, % at 25 µM | 0.99% of 340,000 active | AID 493131 | purified delta FosB, TAMRA-CDK5 oligo fluorescence polarization; percent of positive-control signal above neutral wells;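 active means mean activation above about 17%, with every replicate also reaching it, limit read from the data, passing the limit was not always enough; inconclusive means only one of the two conditions met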;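 further: fluorescence polarization rise as delta FosB binds a TAMRA Cdk5 AP-1 oligo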
HTR5A ag = activates human HTR5A in OPRM1-OPRD1 agonist counter-screen; P47898; HTR5A agonist assay, luminescence, cell-based; activation, % at 9.3 µM; 0.61% of 340,000 active; in the data active means activation mostly above about 9.5%, no sharp cut-off; inactive means mostly below about 7.6%;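 further: 0% = cells with vehicle only and 100% = reference agonist; strong numbers were not always called active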
Target sequence (P47898 whole entry, looked up): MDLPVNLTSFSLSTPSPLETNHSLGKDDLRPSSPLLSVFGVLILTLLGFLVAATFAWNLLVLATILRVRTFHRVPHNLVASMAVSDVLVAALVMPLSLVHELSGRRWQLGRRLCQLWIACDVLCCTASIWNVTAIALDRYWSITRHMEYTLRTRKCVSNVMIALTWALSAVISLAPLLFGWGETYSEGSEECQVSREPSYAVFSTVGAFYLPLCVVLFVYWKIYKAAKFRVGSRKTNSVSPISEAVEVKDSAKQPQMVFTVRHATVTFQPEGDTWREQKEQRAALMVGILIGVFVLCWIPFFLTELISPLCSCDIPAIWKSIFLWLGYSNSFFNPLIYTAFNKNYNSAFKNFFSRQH
PvdQ acylase = P. aeruginosa PvdQ acylase inhibition; purified PvdQ acylase, fluorescence plate reader; inhibition, % at 10 µM; 0.063% of 340,000 active; in the data active means inhibition above about 30%, passing the limit was not always enough; inconclusive means no clear call, values can overlap the other calls;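 further: 0% = vehicle neutral wells and 100% = reference inhibitor wells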
CDK5 inh = blocks human CDK5/p35 kinase activity. Q00535+Q15078. Recombinant CDK5/p35, ADP-Glo luminescence, 60 min. inhibition, % at 10 µM. 0.01% of 330,000 active. AID 488839;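 active means highest replicate inhibition of at least 50% and at least 75% of replicates reaching 50%; inconclusive means only one of the two criteria met; inactive means both criteria failed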;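 further: plate controls were DMSO neutral control for no effect and GW8510 at 10 µM for full effect; many of its hits are not listed in these tables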
SR-BI DiI-HDL act = SR-BI HDL lipid transfer activation; CHO ldlA[mSR-BI] cells, DiI-HDL uptake fluorescence, 3 h; 100 = double the neutral-control signal; activation, % at 12.5 µM; 0.096% of 320,000 active; AID 504775;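 active means mean replicate activation of at least 60% and every replicate at or above 60%; inconclusive means mean or all-replicate condition met, but not both; inactive means mean below 60% and not all replicates reaching 60%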;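 further: 0% = median plate neutral-control signal and 100% = twice that signal; values of inactives mirror those of a sister screen read the other way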
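system = CHO ldlA[mSR-BI] cells, LDL receptor-null, SR-BI overexpressing | medium = Ham's F12 with 0.5% BSA, HEPES 25 mM, pH 7.4 | probe or stimulus = DiI-HDL 10 µg/mL | compound dosing = single-point compound dose | incubation = compound exposure 3 h, 37 °C | technique = DiI fluorescence, bottom read | read-out = cell-associated DiI fluorescence as measure of HDL uptake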
Wnt bcat act = activates Wnt/beta-catenin signaling in a reporter cell assay | activator, plate reader | activation, % at 9.35 µM | 1.2% of 300,000 active | AID 743398; in the data active means activation above about 30%, passing the limit was not always enough; inconclusive means no clear call, values can overlap the other calls;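 further: 0% = neutral control wells and 100% = positive control wells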
An asterisk follows results filed as active; ? = inconclusive; / = not tested or not shown.

SMILES	SR-BI HDL uptake	MITF act	cardiac RTF act	Rtt109 Vps75	dFosB act	HTR5A ag	PvdQ acylase	CDK5 inh	SR-BI DiI-HDL act	Wnt bcat act
O=C(Cn1cnc2c(NCc3ccccc3)ncnc21)NCCCc1ccccc1	-13	-5	-5	1	0	/	-9	0.5	13	-4
Cc1ccc2c(c1)N(CC(=O)NCC1CCCO1)C(=O)C(C(C)C)O2 (stereo unspecified)	/	-9	-7	-1	1	5	-11	-0.6	/	30
COc1cc(CC(C#N)(CO)c2nc3ccccc3[nH]2)ccc1OC(F)F (stereo unspecified)	-14	-10	-2	0	-4	4	-6	0.8	14	-1
COc1ccc(N2CCN(CCCNS(=O)(=O)c3ccc4c(c3)oc(=O)n4C)CC2)cc1	-11	/	0	-3	-4	-2	2	4.7	11	-3
Nc1ccc2c(c1)C(=O)c1ccccc1C2=O	-35	104*	-3	9	0	1	-2	-1.1	35	40*
Cc1ccccc1CN1CCNC(=O)C1CC(=O)NCCN1CCCCC1=O (stereo unspecified)	-26	2	3	10	3	-5	-12	-0.6	26	2
CC(C)C[C@@H](CNCC(=O)[C@H](CC(C)C)NC(=O)c1[nH]cnc1C(=O)N[C@H](CN)CC(C)C)NC(=O)c1nc[nH]c1C(=O)N[C@@H](Cc1ccccc1)C(=O)O	-11	-3	-2	-6	-17	0	-16	-2.1	11	-2
Cc1cccc(NC(=O)CCC(=O)N/N=C/c2ccc(O)cc2O)c1	11	-2	-5	4	-8	-1	-12	-0.5	-11	-3
COc1cc2c(cc1OC)CN(C(=O)C(C)(C)C)CC2	-6	0	-6	10	5	0	-14	-0.7	6	-2
COc1ccc(Cl)cc1NC(=O)c1cc(-c2ccccc2)on1	5	-8	1	-9	3	2	0	-0.2	-5	-2
O=C(CN1C(=O)CSC1=O)Nc1ccc(C(=O)O)cc1	-3	-11	2	-2	-9	-5	-16	0.6	3	/
NC(=O)c1ccsc1NC(=O)COC(=O)c1ccccn1	-11	9	-2	-9	1	-1	-13	1.5	11	-1
COC(=O)C(C)N(C#N)c1nc(C)cc(C)n1 (stereo unspecified)	-4	/	-3	-10	-1	4	-3	1.1	4	-3
CC(=O)NC(CCS(C)(=O)=O)C(=O)Nc1ccc(Oc2ccccc2)cc1 (stereo unspecified)	-26	/	7	3	-4	2	9	1.2	26	-1
Cc1ccccc1-c1nc2c(s1)CCc1onc(-c3ccc(Cl)cc3)c1-2	52	1	1	-12	-1	-1	-3	-2.7	-52	0
CCOC(=O)c1ccc(N2CCN(c3ccccc3F)CC2)c(NC(=O)Nc2cccc(OC)c2)c1	12	-14	-3	3	-12	0	?	-1.0	-12	-2
C/C(=N\NC(=O)Cc1ccccc1)c1cccs1	-35	11	3	17	-2	2	5	0.9	35	1
Cc1cccc(C)c1NC(=O)CN(C)C(=O)C(c1ccccc1)c1ccccc1	-15	4	2	0	5	-6	-7	-0.2	15	3
Cc1nnc(NC(=O)c2ccco2)s1	-5	1	4	14	-7	8	0	1.8	5	-3
O=C(Nc1ccc(Oc2ccc(NC(=O)Nc3ccccc3Cl)cc2)cc1)Nc1ccccc1Cl	/	0	8	0	4	0	-12	0.9	/	1
CN(C)S(=O)(=O)c1ccc(N2CCCC2)c(C(=O)NC2CCCCC2)c1	13	6	-6	0	-18	3	-16	0.5	-13	0
O=C(O)CCCC(=O)Nc1ccn(-c2ccccc2)n1	-4	-2	-3	-6	-3	2	6	-0.8	4	/
O=C(N/N=C/c1ccncc1)c1cc(-c2ccc(Br)s2)[nH]n1	17	13	-5	-16	1	3	-2	0.6	-17	1
CCc1nnc(NC(=O)CCC2CCCCC2)s1	-7	/	3	-6	-4	-3	-16	0.9	7	0
COc1cc2c(C(=O)N3CCN(c4cccc(Cl)c4)CC3)cn(C)c(=O)c2cc1OC	31	/	-2	-10	-6	2	-5	0.3	-31	-13
SMILES	SR-BI HDL uptake	MITF act	cardiac RTF act	Rtt109 Vps75	dFosB act	HTR5A ag	PvdQ acylase	CDK5 inh	SR-BI DiI-HDL act	Wnt bcat act
NC(=O)C1CCCN(C(=S)NCc2ccc3c(c2)OCO3)C1 (stereo unspecified)	-4	-19	6	-2	-1	-4	0	-0.4	4	2
CC(C)c1c(C(=O)N/N=C/c2cccs2)nnn1-c1nonc1N	15	17	-5	0	-8	2	-10	/	-15	4
O=C(COc1ccc2ccccc2c1)N/N=C/C1CC=CCC1 (stereo unspecified)	-49	-5	3	-4	-2	2	-5	0.2	49	/
CCCC1(c2ccccc2)NC(=O)N(C/C=C/Cl)C1=O (stereo unspecified)	-6	5	2	6	-5	-1	-20	0.5	6	-3
FC(F)(F)c1cccc(Cc2noc(CN3CCC(c4ccncc4)CC3)n2)c1	0	-17	3	-3	-15	1	-3	0.4	0	2
CC[C@@]1(C(=O)OC)N[C@H](CN(C)C(=O)Nc2ccccc2)[C@@H]2C(=O)N(C)C(=O)[C@@H]21	-21	-2	-1	1	3	-1	1	-1.8	21	-1
N#Cc1nc(COc2cccc(Cl)c2)oc1NCc1ccncc1	18	6	-4	-5	-6	-1	5	-2.4	-18	/
CCOc1ccc(C(=O)NC(=S)Nc2ccc(N3CCC(C)CC3)cc2)cc1[N+](=O)[O-]	36	-6	0	4	-2	5	4	5.3	-36	/
Cc1ccc(NC(=O)c2ccc(S(=O)(=O)N3CCCC3)cc2)cc1	3	-11	-8	-2	-7	1	6	2.0	-3	-2
COC(=O)CC1C(=O)NCCN1C(=O)c1ccc(S(=O)(=O)N2CCOCC2)cc1 (stereo unspecified)	11	-1	-4	2	5	2	0	-0.9	-11	-1
c1ccc(-n2cc(CN3CCCC3)c(-c3ccc4c(c3)OCO4)n2)cc1	-22	-2	1	-12	2	1	-22	0.8	22	-1
Cc1cc(C)c(C#N)c(SCc2nc3ccccc3[nH]2)n1	20	17	2	-58	-16	-1	-7	-0.6	-20	/
CCCNC(=O)NC(=O)COC(=O)/C=C/c1cc(Br)ccc1F	-5	-1	9	-6	2	3	-10	1.4	5	1
CCC1Oc2ccccc2N(CC(=O)NC2CCCCC2)C1=O (stereo unspecified)	-2	-8	7	-4	-5	4	-9	-4.9	2	-2
Cc1cc(-c2nnc(CCC(=O)NC(C)c3cccc4ccccc34)o2)no1 (stereo unspecified)	/	-1	0	32	-5	5	12	-0.1	/	1
CCCCCC(=O)N1CC2(CC(c3cccc(NC(=O)CC(c4ccccc4)c4ccccc4)c3)=NO2)C[C@@H]1C(N)=O (stereo partly specified)	56	-18	4	-7	-9	-2	-6	-0.9	-56	-4
COc1ccccc1C(=O)NCCC(=O)NC1CCCCC1C (stereo unspecified)	-10	-3	2	24	1	4	1	-0.1	10	-2
O=c1c2ccccc2c(-c2n[nH]c(=S)o2)nn1Cc1ccccc1	-12	4	5	7	-7	-1	-12	1.1	12	-1
Cc1ccc(NC(=S)NCc2ccc3[nH]c4c(c3c2)CCCC4)cc1	10	/	5	14	-15	2	2	3.3	-10	-1
CCOc1ccc(Nc2oc(-c3ccco3)nc2C#N)cc1	-3	11	7	3	-4	1	-6	2.4	3	/
C(=N\N=C\c1cccnc1)/c1cccnc1	-7	0	-8	-10	-1	-3	-7	0.9	7	/
O=C(NCc1cccs1)c1cccn2c(=O)c3sccc3nc12	/	1	-1	-4	-16	3	-23	-0.2	/	1
CCOc1ccc2nc(NC(=O)C3CCCO3)sc2c1 (stereo unspecified)	17	74	4	2	-3	-3	-6	0.3	-17	0
O=C(COC(=O)c1cc(Br)ccc1Cl)NC1CC1	-21	8	1	-2	-4	1	3	0.8	21	-2
CCCNC(=O)Cn1c(=O)/c(=C/c2ccc(-c3ccc([N+](=O)[O-])cc3)o2)s/c1=C\C(=O)C(C)(C)C	8	-11	52*	1	-4	-2	-13	-1.5	-8	-4

Complete entries, looked up by structure. Screens in order: SR-BI HDL uptake, MITF act, cardiac RTF act, Rtt109 Vps75, dFosB act, HTR5A ag, PvdQ acylase, CDK5 inh, SR-BI DiI-HDL act, Wnt bcat act
`CCOc1ccc(Nc2oc(-c3ccco3)nc2C#N)cc1` as listed: -3, 11, 7, 3, -4, 1, -6, 2.4, 3, /
`CC(C)c1c(C(=O)N/N=C/c2cccs2)nnn1-c1nonc1N` as listed: 15, 17, -5, 0, -8, 2, -10, /, -15, 4

Following part:
SMILES	SR-BI HDL uptake	MITF act	cardiac RTF act	Rtt109 Vps75	dFosB act	HTR5A ag	PvdQ acylase	CDK5 inh	SR-BI DiI-HDL act	Wnt bcat act
CC(C)Oc1ccc(C(=O)OC(C)C(=O)Nc2nc(-c3cccc([N+](=O)[O-])c3)cs2)cc1 (stereo unspecified)	50	12	-3	-2	-1	-1	-6	-1.2	-50	-6
CCC(C)C(NC(=O)C(N)CC(C)C)C(=O)NC(CCC(=O)OCc1ccccc1)C(N)=O (stereo unspecified)	-12	-4	1	/	-10	1	15	2.4	12	1
CCc1nnc(SCc2ccc(OC)c(Br)c2)n1N	-11	10	2	-7	0	2	-21	-0.1	11	-1
C=CCNC(=O)NC(=O)COC(=O)c1ccccc1Sc1ccc(C(F)(F)F)cc1[N+](=O)[O-]	32	-14	2	-2	2	0	6	3.2	-32	-3
Cc1ccc(NC(=O)COc2ccccc2C(=O)NCc2ccccc2)cc1	-15	8	1	6	12	1	-11	-0.6	15	-3
Cc1ccc(F)cc1CNC(=O)C1CCC(=O)N(CC2CCCCC2)C1 (stereo unspecified)	14	4	-3	-1	-10	3	4	-0.2	-14	-2
Cc1cnc(NC(=O)c2cc3ccccc3o2)s1	7	8	4	1	-11	-1	-17	1.7	-7	15
Cc1ccc(C(=O)NNC(=O)Cc2csc(-c3csc(C)n3)n2)cc1	6	-7	4	1	-2	3	-7	1.0	-6	0
CCOC(=O)C1(CC2CC2)CCN(Cc2cnc(-c3ccccc3C)nc2)CC1	16	6	1	-17	-4	-4	-10	-2.1	-16	0
Cc1nn(-c2ccccc2)c(C)c1NC(=O)COC(=O)c1ccc(S(=O)(=O)C(F)F)cc1	-20	-2	2	-4	2	-2	-3	-0.6	20	-2
O=C(C[C@H]1C/C=C\C[C@@H](Cc2ccc(F)cc2)C(=O)OC[C@@H]2CCCN2C1=O)NCCO	-31	16	-2	1	-4	-1	-8	0.1	31	-2
Cc1ccc(S(=O)(=O)N2CCC(C(=O)OCC(=O)N3CCCCC3C)CC2)cc1C (stereo unspecified)	15	0	-2	3	-14	0	-11	0.1	-15	4
CCc1c(C)sc(NC(=O)c2noc(C)c2[N+](=O)[O-])c1C#N	-10	1	-4	4	-1	-8	-6	1.3	10	-10
CCn1c(C(=O)O)c(CC(=O)Nc2cccc(C(F)(F)F)c2)c2ccccc21	-10	6	-2	2	0	-3	-14	-1.2	10	-2
NNC(=O)c1cc(O)c(O)c(O)c1	-17	1	2	-3	4	1	-11	7.7	22	-19
Cn1nc(C(C)(C)C)cc1C(=O)NCc1ccc(N2CCCC2=O)cc1	-19	-26	2	-1	-11	4	-1	0.3	19	/
